Compound activity deposited in PubChem by several laboratories.
GASC-1 inh – inhibitors of GASC-1 histone demethylase, primary screen, biochemical, fluorescence, DELFIA europium | Lysine-specific demethylase 4C (Homo sapiens), Q9H3R0 | GST-JMJD2C(1-420) H3K9me3 demethylation | inhibition, % at 2.35 µM | hit rate 0.069% among 330,000;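 active = more than half of a compound's replicate wells show inhibition beyond 50%, single wells judged on their own value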;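 note: signal counts dimethyl H3K9 product captured on neutravidin plate; 0% = median of DMSO wells and 100% = 0.3 times that DMSO median; strong numbers were not always called active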
CTSL1 counter – Fasciola hepatica cathepsin L1 inhibitors, primary screen, counter-screen for PFM18AAP inhibitor project, biochemical, QFRET, fluorogenic peptide substrate; recombinant F. hepatica cathepsin L1, Z-Leu-Arg-MCA fluorescence; inhibition, % at 5.96 µM; hit rate 0.49% among 300,000; AID 1906, 2009;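 active = inhibition above the mean of all tested compounds plus 3 SD, set per screening campaign, cut at about 17% in these data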;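 note: 0% = plate median of test compound wells and 100% = 1 µM Z-Phe-Ala-diazomethylketone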
HCV core dimer – inhibitors of HCV core protein dimerization, primary screen, biochemical, TR-FRET, high-throughput; TR-FRET GST/Flag-core106 dimerization, 1536-well; inhibition, % at 5 µM; hit rate 0.33% among 300,000; AID 1899, 2009;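 active = inhibition above the mean of all tested compounds plus 3 SD, set per screening campaign, cut at about 45% in these data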
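Assay system – GST-tagged and Flag-tagged HCV core protein residues 1-106 · Quantity – core106 proteins, GST 13.5 nM and Flag 17 nM · Benchmarks – unlabelled core106 and no-GST-core106 wells · Read-out basis – percent inhibition of core106 dimerization signal · Detection – time-resolved FRET, ex 340 nm, em 617 and 671 nm · Schedule – 4 h at 22.5 °C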
LYPLA2 inh – LYPLA2 inhibitors, primary screen, counter-screen for PME1 inhibitor project, biochemical, fluorescence polarization, FP-Rh probe ABPP. Acyl-protein thioesterase 2 (Homo sapiens), O95372. inhibition, % at 5.9 µM. hit rate 0.38% among 320,000. recombinant LYPLA2;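 active = inhibition above the screen-wide mean plus 3 SD, limit set per campaign, cut at about 26% in these data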;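 note: 0% = LYPLA2 with DMSO and 100% = wells lacking LYPLA2 enzyme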
TPT1 inhibitor – Candida albicans TPT1 enzyme inhibitors, primary screen, biochemical, fluorescence polarization | tRNA 2'-phosphotransferase TPT1 (Candida albicans SC5314) | recombinant caTPT1, FP RNA substrate dephosphorylation | inhibition, % at 5 µM | hit rate 0.81% among 300,000 | AID 1962, 2009;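 active = inhibition above the mean of all tested compounds plus 3 SD, set per screening campaign, cut at about 24% in these data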;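 note: plate controls were DMSO alone for no effect and ferristatin control at 100 nM for full effect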
PREPL inhibitor – PREPL enzyme inhibitors, primary screen, biochemical, fluorescence polarization; recombinant PREPL, fluorescence polarization activity-based probe; Prolyl endopeptidase-like (Homo sapiens), Q4J6C6; hit rate 0.68% among 320,000; inhibition, % at 5.96 µM; in the data active = inhibition above about 43%;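 note: 0% = enzyme with DMSO and 100% = wells lacking enzyme; many of its hits are not listed in these tables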
Target sequence (Q4J6C6 whole entry, looked up): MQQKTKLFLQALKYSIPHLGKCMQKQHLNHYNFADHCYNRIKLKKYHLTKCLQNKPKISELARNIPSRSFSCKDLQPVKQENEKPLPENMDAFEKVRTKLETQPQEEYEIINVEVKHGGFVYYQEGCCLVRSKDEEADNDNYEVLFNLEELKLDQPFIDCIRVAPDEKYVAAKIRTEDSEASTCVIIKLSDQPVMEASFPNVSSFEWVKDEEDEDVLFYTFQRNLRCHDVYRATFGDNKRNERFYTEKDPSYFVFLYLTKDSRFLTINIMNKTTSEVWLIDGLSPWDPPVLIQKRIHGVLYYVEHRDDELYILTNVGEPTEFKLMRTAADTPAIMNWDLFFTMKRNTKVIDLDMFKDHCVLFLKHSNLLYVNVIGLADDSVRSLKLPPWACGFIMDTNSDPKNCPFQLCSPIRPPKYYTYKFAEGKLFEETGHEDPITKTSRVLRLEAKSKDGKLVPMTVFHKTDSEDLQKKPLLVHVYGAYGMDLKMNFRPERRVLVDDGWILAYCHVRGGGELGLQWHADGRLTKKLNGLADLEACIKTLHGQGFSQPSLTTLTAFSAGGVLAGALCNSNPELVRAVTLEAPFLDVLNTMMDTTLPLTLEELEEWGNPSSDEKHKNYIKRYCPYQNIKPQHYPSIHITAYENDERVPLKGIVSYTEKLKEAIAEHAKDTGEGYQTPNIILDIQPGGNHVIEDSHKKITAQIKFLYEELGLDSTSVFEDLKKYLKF
PP5 primary – PP5 phosphatase inhibitors, primary screen, biochemical, fluorescence. purified PP5c, OMFP substrate fluorescence. Serine/threonine-protein phosphatase 5 (Homo sapiens), P53041. inhibition, % at 6.7 µM. hit rate 0.18% among 320,000;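 active = inhibition above the campaign's mean inhibition across all tested compounds plus 3 SD, cut at about 9.5% in these data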;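 note: 0% = DMSO only and 100% = 100 µM cantharidin control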
Efflux pump inh – inhibitors of Candida efflux pumps in yeast, primary screen, S. cerevisiae, Nile Red, multiplex | S. cerevisiae Candida pump triplex | inhibition, % at 10 µM | hit rate 0.44% among 330,000 | AID 485275, 2010;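 active = plate passing quality check with inhibition over a set limit, or well fluorescence over plate mean plus 4 SD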;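 note: Nile Red retained in pooled yeast measured as flow cytometry median fluorescence; 0% = buffer negative control and 100% = Enniatin B positive control; higher means more Nile Red kept so more efflux inhibition; some compounds called inactive have numbers as strong as hits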
PP1 counter – PP1-alpha phosphatase inhibitors, primary screen, counter-screen for PP5 inhibitor project, biochemical, fluorescence, OMFP substrate, single point | purified PP1alpha | inhibition, % at 6.7 µM | Serine/threonine-protein phosphatase PP1-alpha catalytic subunit (Homo sapiens), P62136 | hit rate 0.9% among 320,000 | AID 2235, 2010;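 active = inhibition above the mean inhibition of all tested compounds plus 3 SD, computed separately for each screening campaign, cut at about 15% in these data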
Target sequence (P62136 whole entry, looked up): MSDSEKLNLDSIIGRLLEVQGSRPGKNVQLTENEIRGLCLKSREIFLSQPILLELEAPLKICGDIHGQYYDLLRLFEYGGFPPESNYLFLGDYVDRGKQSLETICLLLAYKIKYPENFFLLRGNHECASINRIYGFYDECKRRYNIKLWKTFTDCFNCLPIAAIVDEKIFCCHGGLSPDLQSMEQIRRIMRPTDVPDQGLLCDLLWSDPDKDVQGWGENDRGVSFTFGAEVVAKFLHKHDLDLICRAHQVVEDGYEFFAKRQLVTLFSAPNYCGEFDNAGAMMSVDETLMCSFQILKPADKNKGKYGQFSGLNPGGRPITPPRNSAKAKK
The depositor's hits bear a star; i = inactive; x = no result given. Some of the compounds tested, so the mix of outcomes need not match the whole.

Below each compound – GASC-1 inh, CTSL1 counter, HCV core dimer, LYPLA2 inh, TPT1 inhibitor, PREPL inhibitor, PP5 primary, Efflux pump inh, PP1 counter
> COc1cc(C(=O)NNC(=O)c2cccc(Cl)c2)ccc1OCC(=O)N1CCOCC1
 : -11.6, x, x, -7.1, x, 13.6, 2.8, 0.1, -2.3
> O=C(CN1CCC(NC(=O)c2ccccc2Cl)CC1)NCc1ccccc1
 : -3.1, 4.5, -3.5, 1.7, -4.1, -3.6, 0.7, -0.2, -1.7
> O=C(CSc1nccn(-c2ccc(Br)cc2)c1=O)NC1CCCC1
 : 17.9, 3.3, -1.2, 0.5, -1.1, 2.5, 0.2, -0.1, 1.5
> O=C(NCC1CCCO1)c1ccc(Br)o1 (stereo not given)
 : 5.4, -2.6, -3.7, 2.2, 1.4, -3.7, 0.5, 0.0, -3.4
> COc1ccc(NCC(=O)N/N=C/c2c(C)nn(Cc3ccccc3)c2Cl)cc1
 : 2.8, -5.2, 26.7, -19.5, 2.5, 18.6, 1.4, 0.1, -2.1
> CC(C)(C)c1ccc(C(=O)c2cn[nH]c2-c2ccccc2O)cc1
 : -8.7, 3.4, -8.5, 1.8, -3.0, 9.9, 3.8, 0.0, 5.3
> Cc1cccc(-n2c(C)nc3ccsc3c2=O)c1
 : -2.5, 7.1, -3.1, -1.4, -1.5, 13.7, 0.7, 0.2, -3.3
> COc1cc(C(=O)Nc2ccc(S(=O)(=O)Nc3cnc4ccccc4n3)cc2)cc(OC)c1OC
 : 3.3, 6.8, 5.6, -4.3, -0.5, 1.7, -1.4, 0.0, -1.9
> COc1cc(/C=N\Nc2nc(-c3cccs3)c(NC(C)=O)s2)ccc1O
 : 23.1, 1.6, 7.0, 1.8, -0.5, 21.8, -0.3, -0.1, 2.2
> Cc1ccc(NC(=O)C(C)SCc2ccccc2)cc1 (stereo not given)
 : 14.4, 4.1, -4.0, -0.4, -4.1, 0.1, 0.4, -0.1, 1.6
> CC(C)Oc1ccc(CC(=O)NNC(=S)Nc2ccccc2)cc1
 : -2.1, -1.1, -0.3, 1.3, -3.8, -12.9, -2.0, 0.1, 5.5
> NCC(O)(c1ccc(Cl)cc1)c1ccc(Cl)cc1
 : -15.9, 3.6, -6.4, -1.8, 2.2, -8.9, 1.8, 0.3, -1.5
> O=C(NCC1CCCO1)c1nnc(Cc2ccc(F)cc2)o1 (stereo not given)
 : -4.8, -0.1, -29.2, 6.1, 0.7, -2.8, 3.4, 0.0, -1.4
> CCOc1cccc(CNCCSc2nnnn2C)c1
 : -9.3, 2.6, -1.1, 0.0, -1.7, 7.7, 1.0, 0.1, -2.4
> O=C(Nc1c(Cl)cc(Cl)cc1C(=O)NCc1cccnc1)c1ccc(Cl)cc1Cl
 : x, 4.1, -0.7, 2.8, 4.0, 3.0, -3.2, -0.1, -1.3
> CCOc1ccc(Oc2ccc(NC(=O)[C@@H](NC(N)=O)[C@@H](C)CC)cc2)cc1
 : 3.4, 2.2, 6.5, 5.9, 1.5, -1.1, 0.6, -0.1, 2.0
> CC1CCCCN1C(=O)N[C@@H](Cc1ccccc1)C(=O)O (stereo not given in full)
 : -21.7, 0.3, -6.2, 1.0, 0.5, 8.8, 2.4, 0.0, -1.2
> COc1ccc(N(Cc2cc3ccc(C)cc3[nH]c2=O)S(=O)(=O)c2ccccc2)cc1
 : i, 2.9, 10.5, -13.7, -1.5, -48.4, 2.4, 0.0, 2.4
> COc1cccc(-c2nc(C(N)=O)c3[nH]c(=O)n(-c4cccc(Cl)c4)c3n2)c1OC
 : 3.9, -2.4, 20.4, 6.7, 3.3, 2.7, 0.1, -0.2, 6.8
> CCOC(=O)CNC(=O)N1CCCC(C(=O)c2ccccc2SC)C1 (stereo not given)
 : 4.3, -5.1, 6.5, 5.9, 1.4, 6.1, 3.0, -0.1, -2.1
> Cc1c(-c2ccc(Br)cc2)[n+](=O)c2c(n1[O-])CCCCC2
 : -0.2, -6.0, 0.8, -0.7, -4.7, 0.2, -0.2, 0.0, -3.0
> COc1cc(OC)cc(-c2c(-c3cccs3)c3cc(-c4ccc(OC)c(OC)c4)ccc3n2C)c1
 : -4.1, x, x, -10.4, x, 0.6, -2.3, 0.7, -3.1
> COc1ccc(C(=O)OCCN=C2NS(=O)(=O)c3ccccc32)cc1OC
 : 7.6, 2.3, -2.4, 0.5, -4.5, 15.1, 4.7, -0.2, -4.7
> COc1ccc(N2C(=O)c3ccccc3NC2c2ccc(OC)c(COc3ccccn3)c2)cc1 (stereo not given)
 : 4.7, 13.2, 14.0, -0.8, 0.7, 11.6, -3.5, -0.1, -2.7
> Cc1ccc2nsnc2c1S(=O)(=O)N1CCOCC1
 : 2.5, 5.2, -5.2, 0.0, -2.5, 11.2, -0.6, -0.1, -2.3
> Cc1ccc(-c2csc3nc(SCC(=O)N(C)C)n(Cc4ccccc4)c(=O)c23)cc1
 : 0.1, -0.9, 13.2, -8.7, -1.5, 38.5, 2.9, -2.5, 7.4
> Cc1ccc(S(=O)(=O)NC(=O)c2ccc(-c3ccc(C)c4ccccc34)o2)cc1
 : -5.3, 15.9, 24.1, -1.3, 1.2, 13.0, 4.2, 0.0, 12.1
> COc1ccc(/C(C)=N/NC(=S)NCCc2ccccc2)cc1
 : -0.4, 6.1, -0.9, -1.6, 0.4, -2.7, -0.2, 0.0, 4.6
> COc1ccc(CCNC(=O)c2cc3sc(Cl)cc3n2C)cc1OC
 : 2.3, -0.1, -18.3, 5.6, -2.8, -7.6, 2.4, 0.5, 1.5
> CCOC(=O)c1[nH]c(C)c(C(=O)Nc2ccc3c(c2)OCCO3)c1C
 : -1.2, 1.4, 2.8, -0.1, -2.4, 3.6, -3.0, -0.3, -5.7
> CC(=O)Nc1ccc(-n2c(C)c(C(C)=O)c(C(C)=O)c2C)cc1
 : -15.3, 1.8, -0.1, -4.9, -6.7, -6.2, -0.3, 0.0, -2.4
> CC(=O)c1ccc(NC(=O)C2CCCNC2=O)cc1 (stereo not given)
 : -0.6, -0.2, -1.5, -0.3, -1.6, -7.1, 2.7, 0.0, 21.6*
> CCC(C)NC(=O)Cn1c(=O)n(CCCCC(=O)NCc2ccco2)c(=O)c2ccccc21 (stereo not given)
 : 5.0, -3.0, -3.7, -1.9, 4.1, -6.3, 2.9, 0.0, -2.6
> COc1ccc(NC(=O)c2nc(C)c(C3(C)CC(c4cccnc4)=NO3)s2)cc1 (stereo not given)
 : -4.5, -6.5, -13.7, 5.1, 0.3, 18.4, 2.6, -0.1, 1.3
> COc1ccc(Cn2cccc(NC(=O)Nc3cccc(OC)c3)c2=O)cc1
 : -15.4, -0.7, -0.4, 2.3, -3.3, 5.8, 2.9, 0.2, 0.3
> Clc1ccccc1/C=C/c1nc(-c2cccnc2)no1
 : 4.7, 3.4, 2.4, 2.2, -0.7, -15.8, 1.1, 0.2, 5.8
> CCOc1cccc(C(=O)Nc2ccc3[nH]ncc3c2)c1
 : 113.3, -4.0, -3.5, 3.7, 0.6, 3.3, 2.5, 0.0, 0.2
> COC(=O)/C=C1\C(=O)N(c2nc3ccc(OC)cc3s2)C(=S)N1c1ccc(F)cc1
 : 1.2, -0.3, -1.6, -1.5, 0.2, 6.4, -1.0, -0.1, -1.1
> COc1ccc(Oc2nnc(C)c3ccccc23)cc1
 : -1.8, -1.1, -0.5, 3.2, 0.7, -3.8, 1.6, 0.1, 1.1
> O=C(NCc1ccccc1)N[C@@H](Cc1ccccc1)C(=O)O
 : -14.2, 0.3, -3.0, 2.3, 1.8, -1.4, 0.6, -0.3, -1.3
> Cn1nc(C(=O)Nc2nc3ccccc3[nH]2)ccc1=O
 : -7.4, 3.6, 8.8, 3.7, -2.9, 6.7, -0.8, 0.1, -6.0
> O=C(CCCCCNC(=O)c1ccccc1)N/N=C/c1ccccc1
 : -23.1, -3.1, -4.5, 5.3, 2.9, -3.9, 5.1, 0.0, -1.2
> CCOc1ccc(C2CC(c3cccc(OC)c3)Nc3nc(N)nn32)cc1 (stereo not given)
 : -4.9, -5.4, 3.9, -10.2, 0.2, 19.9, 3.0, 0.4, -14.4
> Cc1ccc(S(=O)(=O)N(C)c2ccc(C(=O)Nc3cccc(C)n3)cc2)cc1
 : 6.5, -0.1, -2.7, -4.1, 3.1, -4.1, 1.8, 0.2, 1.1
> COc1ccc(CCNC(=O)C2CCN(c3nn4c(=O)cc(C)nc4s3)CC2)cc1OC
 : 9.3, 5.5, -1.6, -0.1, 1.6, 8.8, 1.6, 0.0, -0.5
> CCOC(=O)Nc1ccc2c(c1)N(C(=O)CCN(CC)CC)c1ccccc1S2=O (stereo not given)
 : -12.7, 16.6*, 2.0, -0.3, 4.2, 4.8, -0.2, 0.5, -0.2
> O=[N+]([O-])c1c(Nc2ccccc2O)ccc2nonc12
 : 4.5, 4.3, -7.0, -5.4, -2.8, 0.1, -1.2, -0.1, -3.3
> Fc1ccccc1NC(=S)NC1CCCC1
 : 3.0, 2.7, 6.5, 4.2, -2.2, 6.4, 0.7, 0.0, -2.1
> CN(C(=O)CC1C(=O)NCCN1Cc1ccc2ccccc2c1)C1CCOCC1 (stereo not given)
 : 4.7, -1.8, 13.6, 3.4, -2.2, 15.8, 0.8, 0.0, -3.7
> CC1(C)CC(=O)C2=C(C1)Nc1ccccc1NC2c1ccccn1 (stereo not given)
 : 0.5, 3.3, -0.9, 1.3, -1.4, 8.9, -0.6, -0.1, -1.8
> CC(C)(C)c1ccc(NC(=O)N2CCCN(c3c(Cl)cncc3Cl)CC2)cc1
 : 0.9, 0.9, 6.5, 1.1, -1.0, -2.5, 3.8, 0.1, 1.9
> CCCC(O)(CCC)C(=O)NNc1ccc(C)cc1
 : -1.0, 2.5, 0.7, -1.3, -1.0, -5.3, -2.5, -0.2, -3.4
> O=[N+]([O-])c1ccc(-c2nc(NCC3CCCO3)c3ccccc3n2)cc1 (stereo not given)
 : -0.6, 5.5, 7.2, -10.5, -2.1, 4.6, 3.5, 0.0, -8.8
> O=C(NCC1CCCO1)/C(=C\c1cccc([N+](=O)[O-])c1)NC(=O)c1ccccc1 (stereo not given)
 : 0.2, 2.1, -2.5, -0.8, 2.5, -2.0, 0.3, 0.1, 5.7
> COc1cc(-c2nn3c(Cc4ccccc4)nnc3s2)cc(OC)c1OC
 : 7.4, -0.3, 4.7, 2.6, 1.2, -2.6, -2.7, -0.2, -0.1
> Cc1cccc(NC(=O)NC2CC(=O)N(c3ccc4c(c3)OCCO4)C2)n1 (stereo not given)
 : 0.1, -1.5, 0.9, 4.4, -1.7, 0.1, 1.2, 0.0, -1.4
> O=c1c2[nH]c3ccccc3c2nc2n1CCS2
 : -11.0, 2.6, -1.5, -0.6, 1.4, -6.1, -2.1, -0.1, -0.5
> O=C(COc1ccccc1Cl)NNC(=O)c1ccc(-n2cncn2)c([N+](=O)[O-])c1
 : -3.7, x, x, 5.4, x, 11.1, 3.6, -0.1, 1.1
